CRFBP-R2 agonist = agonists of CRF-BP/CRF-R2 complex, primary screen, cell-based, HEK293, calcium dye fluorescence, uHTS; CRF-binding protein / CRF receptor 2 complex (human); calcium dye fluorescence (FLIPR); percent of saturating CRF peptide response; activation, % at 13.2 µM; 0.46% of 350,000 active;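 active = activation of at least 50%, plus an integration ratio under a set limit after plate pattern correction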;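 note: plate controls were neutral control wells without compound for no effect and CRF at EC100 for full effect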
SUMO HTRF inh = inhibitors of in vitro SUMOylation cascade, primary screen, biochemical, HTRF, uHTS | SUMO-conjugating enzyme UBC9 (Homo sapiens), P63279 | HTRF SUMOylation assay, SAE1/SAE2 + UBC9 | inhibition, % at 35 µM | 0.36% of 290,000 active; in the data active = inhibition above about 50%, passing the limit was not always enough; note: strong numbers were not always called active
Target sequence (P63279 whole entry, looked up): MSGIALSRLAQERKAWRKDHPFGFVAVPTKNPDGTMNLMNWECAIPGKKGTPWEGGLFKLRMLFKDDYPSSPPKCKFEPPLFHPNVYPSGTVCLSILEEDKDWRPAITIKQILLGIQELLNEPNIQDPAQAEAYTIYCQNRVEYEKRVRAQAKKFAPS
GalR3 antagonist = GalR3 antagonists in HEK293 cells, primary screen, cell-based, fluorescence readout; Galanin receptor type 3 (Homo sapiens), O60755; HEK293 GalR3-CNG cAMP membrane potential fluorescence; galR3 body fused to GalR1 C-terminus; inhibition, % at 3 µM; 0.44% of 360,000 active;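 active = inhibition above the screen-wide average plus 3 SD, cut at about 13% in these data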;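 note: forskolin and galanin both at EC90 stimulate the cells; cAMP rise reported by CNG channel membrane potential dye signal; 0% = forskolin plus galanin with DMSO and 100% = forskolin alone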
Target sequence (O60755 1-299 limits assumed): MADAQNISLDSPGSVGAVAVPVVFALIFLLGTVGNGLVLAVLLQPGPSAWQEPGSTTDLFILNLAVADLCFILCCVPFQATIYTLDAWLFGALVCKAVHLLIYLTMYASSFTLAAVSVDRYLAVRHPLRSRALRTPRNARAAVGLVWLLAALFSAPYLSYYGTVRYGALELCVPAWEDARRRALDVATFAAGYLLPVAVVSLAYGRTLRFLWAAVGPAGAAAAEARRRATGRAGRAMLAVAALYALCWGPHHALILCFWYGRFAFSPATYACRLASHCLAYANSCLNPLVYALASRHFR
MEKK2 mut-MEK5 = MEK5 binding signal on mutant MEKK2 PB1, primary screen, biochemical, multiplex bead flow cytometry, Alexa488-MEK5 | percent response, % at 10 µM | 0.35% of 290,000 active | Alexa488-MEK5 binding to MEKK2 mutant; in the data active = percent response above about 24%, passing the limit was not always enough; note: inactives centre near 1; some results filed as inactive read as strong as hits; reference of the scale not given here
MEKK2 WT-MEK5 = modulators of MEK5 binding to wildtype MEKK2, primary screen, biochemical, multiplex bead flow cytometry, Alexa488-MEK5. AID 1531, 2009. 1.1% of 290,000 active. binding response (% of control), % at 10 µM. Alexa488-MEK5 binding to MEKK2 WT; actives lie on both sides. Mitogen-activated protein kinase kinase kinase 2 (Homo sapiens), Q9Y2U5; in the data active = binding response below about 67% or above about 130%
CRFBP-R2 block = antagonists of CRF-BP/CRF-R2 complex, primary screen, cell-based, HEK293, calcium dye fluorescence, uHTS; CRF-induced calcium fluorescence; inhibition, % at 11.8 µM; 0.59% of 350,000 active; AID 588475, 2011;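 active = inhibition of the ligand-induced calcium signal above about 50% at the single tested concentration, limit read from the data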
FID counter = compounds displacing fluorescent DNA intercalator, primary screen, artefact control for HCV NS3 helicase inhibitor project, biochemical, FID fluorescence; DNA fluorescent intercalator displacement; inhibition, % at 7.9 µM; 0.17% of 290,000 active; AID 1845, 2009; in the data active = inhibition above about 37%;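 note: 0% = vehicle and 100% = reference compound; higher means more ethidium bromide displaced from hairpin DNA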
HCV NS3 hel inh = inhibitors of HCV NS3 helicase, primary screen, biochemical, Cy5 molecular beacon fluorescence; Hepatitis C virus NS3 helicase; NS3 helicase DNA unwinding; inhibition, % at 10.9 µM; 0.56% of 290,000 active; AID 1800, 2009;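 active = inhibition above the mean of all tested compounds plus 3 SD, set per campaign, cut at about 35% in these data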;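 note: 0% = DMSO wells and 100% = thioflavine S control wells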
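Test system: hepatitis C virus NS3 helicase domain fragment enzyme. Also added: annealed dual-labelled DNA beacon duplex, ATP-started. Timing: 60 min unwinding reaction at 25 °C after ATP addition. Technique: Cy5 fluorescence. Measure: % inhibition of unwinding.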
MEKK3 PB1 HTS = modulators of MEKK3-MEK5 PB1 binding, primary screen, biochemical, wildtype MEKK3, multiplex bead flow cytometry, Alexa488-MEK5; Mitogen-activated protein kinase kinase kinase 3 (Homo sapiens), Q99759; bead-based flow cytometry, Alexa488-MEK5 binding to MEKK3; actives lie on both sides; 0 = blocked by unlabeled MEK5, 100 = vehicle; binding response (% of control), % at 10 µM; 1.4% of 290,000 active; AID 1529, 2009;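 active = binding response more than 3 SD above or below the average of its plate-row segment, actives on both sides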;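 note: Alexa488 bead fluorescence after subtracting the streptavidin-only scavenger bead signal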
Target sequence (Q99759 whole entry, looked up): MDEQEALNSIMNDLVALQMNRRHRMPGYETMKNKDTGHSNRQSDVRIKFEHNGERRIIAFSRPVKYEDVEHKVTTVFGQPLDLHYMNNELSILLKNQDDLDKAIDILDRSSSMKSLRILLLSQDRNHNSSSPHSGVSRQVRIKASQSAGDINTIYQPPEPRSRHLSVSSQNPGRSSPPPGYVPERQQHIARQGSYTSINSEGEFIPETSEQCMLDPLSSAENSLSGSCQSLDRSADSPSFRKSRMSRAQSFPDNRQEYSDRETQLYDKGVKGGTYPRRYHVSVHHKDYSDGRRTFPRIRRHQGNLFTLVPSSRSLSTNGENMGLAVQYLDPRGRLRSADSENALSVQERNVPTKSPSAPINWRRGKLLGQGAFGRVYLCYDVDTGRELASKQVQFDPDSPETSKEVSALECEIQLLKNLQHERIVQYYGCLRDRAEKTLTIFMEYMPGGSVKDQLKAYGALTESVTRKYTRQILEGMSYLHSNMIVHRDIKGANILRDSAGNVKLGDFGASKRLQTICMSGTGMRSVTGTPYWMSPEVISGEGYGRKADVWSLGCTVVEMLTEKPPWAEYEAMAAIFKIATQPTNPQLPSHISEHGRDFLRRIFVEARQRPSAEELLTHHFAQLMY
* hit, by the source's call; x = no result given. The list is partial; count on the stated rates, not on these rows.

SMILES | CRFBP-R2 agonist | SUMO HTRF inh | GalR3 antagonist | MEKK2 mut-MEK5 | MEKK2 WT-MEK5 | CRFBP-R2 block | FID counter | HCV NS3 hel inh | MEKK3 PB1 HTS
CC(=O)c1ccc(S(=O)(=O)N2CCC(NC(=O)c3ccccc3)CC2)cc1 | -3.4 | 12.0 | -2.4 | 4.0 | 109.0 | 8.1 | -12.0 | 1.4 | 106.0
Cc1ccc(C(=O)Cn2nnc3ccccc32)cc1C | -1.4 | 25.7 | -0.1 | 4.0 | 102.0 | -48.0 | -13.7 | -3.2 | 102.0
CCC(C)(C)NC(=O)C(c1cccc(OC)c1OC)N(CC(C)C)C(=O)CCC(=O)Nc1cc(C)on1 (centres undefined) | -2.2 | -7.0 | -5.4 | 6.0 | 102.0 | 14.1 | -44.5 | -7.0 | 102.0
COc1ccc(CCNC(=O)CSc2nnc3ccc(-c4cccnc4)nn23)cc1 | 0.1 | 12.0 | -4.9 | -2.0 | 100.0 | -0.9 | -11.5 | 17.6 | 109.0
O=C(CN1CCC(O)(c2cccc(F)c2)CC1)NCCc1c[nH]c2ccccc12 | -0.9 | 7.4 | -0.7 | 46.0 | 178.0* | 0.9 | -1.3 | -34.2 | 124.0
O=C(Nc1nccs1)c1cc2c(s1)-c1ccccc1OC2 | -0.3 | 30.4 | -3.8 | x | x | -2.0 | 0.0 | 1.8 | x
Cc1ccc(Nc2cc(=O)[nH]c(=O)[nH]2)cc1Cl | 0.5 | 14.9 | -4.8 | -5.0 | 96.0 | 14.9 | -6.2 | -4.3 | 98.0
COc1cccc(N(C(=O)Cn2nnc(-c3ccc(C)o3)n2)C(C(=O)NC2CCCC2)c2ccncc2)c1 (centres undefined) | -0.2 | -1.1 | -4.4 | -2.0 | 99.0 | 6.1 | -25.5 | 2.4 | 102.0
Cc1ccccc1-n1c(SCc2cc(=O)n3ccccc3n2)nc2[nH]ncc2c1=O | -1.3 | -0.2 | -0.1 | 1.0 | 100.0 | -12.7 | -22.3 | 4.5 | 99.0
O=C(CSc1nnc(NC(=O)c2ccc(S(=O)(=O)N3CCOCC3)cc2)s1)Nc1ccccc1C(F)(F)F | 0.3 | -4.2 | -0.7 | -2.0 | 96.0 | 1.2 | 0.0 | -0.2 | 97.0
OC(COCCOc1ccc(Br)cc1)CN1CCCCC1 (centres undefined) | 3.0 | -5.8 | -3.7 | -1.0 | 99.0 | 0.6 | 7.6 | -22.1 | 102.0
Cn1nc(C(=O)NCCN2CCOCC2)c2ccccc2c1=O | -0.7 | 0.6 | -5.5 | 5.0 | 103.0 | 10.9 | -4.4 | -3.3 | 98.0
CCN(CC)C1CCN(C(=O)CCc2nnc(CCCCc3ccccc3)o2)C1 (centres undefined) | 3.4 | 14.8 | 5.9 | -13.0 | 94.0 | 2.3 | 1.6 | 8.9 | 102.0
CCOc1ccc(C(=O)NC2CCN(C(=O)Nc3ccccc3OC)CC2)cc1 | 1.1 | 16.1 | -8.4 | 3.0 | 104.0 | -5.8 | -22.6 | 5.9 | 110.0
COc1ccccc1CN1C[C@@H]2C[C@@H](c3ccccc3OC)N3CCC[C@@]23C1=O | -0.2 | 3.1 | -7.5 | -2.0 | 99.0 | -4.4 | -4.4 | -6.5 | 101.0
Cc1cc(=O)[nH]c2nnc(-c3ccc(Br)cc3)n12 | 1.1 | 25.4 | -8.4 | 0.0 | 102.0 | 0.7 | -2.7 | 4.0 | 104.0
COc1ccc(CCNC(=S)NCc2ccc(Cl)c(Cl)c2)cc1OC | -0.5 | -13.5 | -5.5 | 4.0 | 111.0 | 5.8 | -13.3 | -7.0 | 108.0
O=c1c(Cc2ccc(Cl)cc2Cl)c(O)ccn1Cc1ccncc1 | -2.8 | -0.2 | -7.5 | -2.0 | 101.0 | -11.6 | 1.9 | 6.7 | 103.0
CCOc1ccc(C2C([N+](=O)[O-])=C(C)N(C)C(=O)N2C)cc1OC (centres undefined) | -1.0 | 3.4 | -7.0 | -4.0 | 102.0 | -1.8 | -2.6 | -8.4 | 97.0
CCNc1nc(NC(C)(C)C)nc(SCC(N)=O)n1 | -0.8 | 15.0 | -3.2 | 10.0 | 108.0 | -12.5 | -3.1 | -6.5 | 107.0
O=C(O)CSC(=S)N1CCCC1 | -0.3 | 6.1 | -2.0 | 3.0 | 104.0 | 1.2 | 0.9 | 1.6 | 99.0
O=C(CN1CCOCC1)Nc1scc2c1c(=O)oc1ccccc12 | -0.4 | 6.3 | -1.2 | -35.0 | 84.0 | 7.2 | -5.2 | 8.9 | 83.0
Cn1c(CN2CCCCC2)nc2cc(NC(=O)c3ccc(F)cc3)ccc21 | 6.8 | 6.5 | -4.0 | -10.0 | 92.0 | 6.0 | 2.1 | -6.2 | 89.0
Cc1ccc(N(Cc2ccccc2)C(=O)c2cccc(F)c2)cc1 | -1.4 | -1.9 | -5.9 | 0.0 | 96.0 | 24.9 | -34.6 | -5.7 | 98.0
O=C(NC1CCCCCCC1)c1cc([N+](=O)[O-])ccc1Cl | -0.3 | 6.6 | -11.3 | 12.0 | 105.0 | 9.9 | -6.1 | 4.6 | 103.0
CC(C)(C)NC(=O)C(c1ccc(F)cc1)N(Cc1cccs1)C(=O)c1ccc(CN2CCOCC2)o1 (centres undefined) | -3.6 | -14.6 | -4.8 | -8.0 | 105.0 | -32.7 | -29.1 | -2.0 | 102.0
COc1ccc(C)cc1S(=O)(=O)NCC(c1cccnc1)N1CCc2ccccc2C1 (centres undefined) | -0.1 | 5.7 | 2.6 | -2.0 | 102.0 | -24.3 | -6.6 | -21.6 | 100.0
O=C(CSc1nnnn1-c1ccccc1Cl)Nc1ccc2c(c1)OCCO2 | -3.4 | -7.3 | 4.8 | 1.0 | 101.0 | 6.3 | -12.8 | -8.7 | 100.0
COc1ccc(-n2c(SCC(=O)NCC3CCCO3)nc3c([nH]c4ccccc43)c2=O)cc1OC (centres undefined) | -0.9 | 5.6 | 1.7 | 7.0 | 101.0 | -15.2 | -48.7 | 2.3 | 102.0
O=C(Nc1cccc(O)c1)C1CC(c2c(F)cccc2Cl)=NO1 (centres undefined) | -0.2 | 0.9 | -3.2 | 10.0 | 108.0 | 5.8 | -0.8 | 5.5 | 102.0
O=C(O)c1ccc(Oc2ccc(C(F)(F)F)cn2)cc1 | 1.9 | 19.0 | -2.8 | -9.0 | 84.0 | 2.6 | -1.5 | 8.0 | 91.0
O=C(Nc1c2c(nn1-c1ccccc1)CSC2)c1ccc(N2C(=O)CCC2=O)cc1 | -0.1 | -2.6 | -2.7 | -1.0 | 102.0 | 0.9 | 1.2 | 3.9 | 113.0
COc1cccc2cc(C(=O)NCC3CCCO3)c(=O)oc12 (centres undefined) | -0.7 | 21.3 | 1.1 | x | x | -3.1 | -1.5 | 0.5 | x
Nc1ccccc1SCC(=O)Nc1nccs1 | -0.7 | 12.3 | -6.3 | 6.0 | 103.0 | 2.3 | 0.7 | 14.5 | 105.0
CC(=O)Oc1ccc(C(=O)NCCc2ccccc2)cc1 | -0.5 | 10.8 | -1.8 | 6.0 | 105.0 | 14.0 | -8.4 | 1.2 | 102.0
CC(=O)Nc1ccc(C(=O)NCCCSc2ccccc2)cc1 | -0.2 | 1.0 | 0.8 | 3.0 | 106.0 | 6.7 | -19.4 | 3.5 | 100.0
CCCNC(=O)N1CCN(S(C)(=O)=O)CC1 | 0.4 | 10.6 | -2.1 | -3.0 | 99.0 | -12.1 | -4.8 | -2.2 | 101.0
CC(=O)Nc1ccc(-n2nnnc2SCC(=O)N2CCN(C(=O)c3ccco3)CC2)cc1 | 3.4 | -8.2 | -3.8 | -6.0 | 93.0 | -1.6 | -3.9 | 2.4 | 94.0
Cc1ccc2c(CC(=O)NCc3cccs3)coc2c1 | -0.7 | -5.5 | -2.9 | -3.0 | 91.0 | 8.3 | -4.2 | -4.9 | 90.0
Cc1cc([N+](=O)[O-])nn1Cc1c(F)c(F)c(F)c(F)c1F | -0.3 | -2.0 | -7.2 | 0.0 | 101.0 | -6.4 | 1.8 | 6.0 | 100.0
Cn1c(SCC(=O)N=Nc2c(O)[nH]c3ccccc23)nc2ccccc21 | x | 9.1 | x | 1.0 | 106.0 | x | -3.6 | -7.9 | 124.0
Cc1ccc(O)c(CNc2cccc3cccnc23)c1 | -1.1 | 76.3 | 1.9 | -4.0 | 94.0 | -3.5 | -0.9 | 10.1 | 99.0
CCSCc1nnc(SCC(=O)Nc2cccc(C(C)=O)c2)n1C | -0.8 | 17.7 | -3.1 | 0.0 | 98.0 | -10.7 | -7.5 | 10.5 | 102.0
O=S(=O)(NCc1csc(-c2cccs2)n1)c1ccccc1 | 0.5 | 8.0 | -2.7 | -14.0 | 92.0 | -5.7 | -6.0 | -0.1 | 87.0
CC(C)CC(=O)OCc1cn(-c2ccccc2)nn1 | 0.6 | 20.1 | 3.2 | 1.0 | 103.0 | 0.5 | -5.6 | -6.5 | 104.0
CC(=O)N[C@@H]1[C@@H](O)[C@@H]2OC(c3ccccc3)OC[C@H]2O[C@@H]1N=[N+]=[N-] (some centres undefined) | 0.1 | 14.2 | -11.2 | 2.0 | 112.0 | 5.6 | -1.4 | -2.8 | 106.0
COc1ccccc1NC(=O)c1[nH]c(C)c(C(C)=O)c1C | 4.0 | 19.3 | 1.6 | 0.0 | 100.0 | -13.0 | -9.7 | -0.8 | 99.0
Cc1ccsc1/C=C(\C#N)C(=O)NCCCN1CCOCC1 | 0.5 | 7.0 | -5.4 | -1.0 | 99.0 | -1.1 | 3.0 | 0.9 | 102.0
Cc1ccc2oc(=O)c3cnn(CC(=O)N4CCN(c5ccccn5)CC4)c3c2c1 | -0.6 | -1.4 | x | 3.0 | 112.0 | -3.3 | -5.8 | -4.0 | 104.0
CN(C)c1cccc(C(=O)OCC(=O)N(C)c2ccccc2)c1 | 3.1 | 13.3 | -8.5 | -6.0 | 96.0 | -3.6 | -30.6 | 8.1 | 100.0

A draw from above in order of formula weight, low to high:
SMILES | CRFBP-R2 agonist | SUMO HTRF inh | GalR3 antagonist | MEKK2 mut-MEK5 | MEKK2 WT-MEK5 | CRFBP-R2 block | FID counter | HCV NS3 hel inh | MEKK3 PB1 HTS
COc1ccccc1NC(=O)c1[nH]c(C)c(C(C)=O)c1C | 4.0 | 19.3 | 1.6 | 0.0 | 100.0 | -13.0 | -9.7 | -0.8 | 99.0
CN(C)c1cccc(C(=O)OCC(=O)N(C)c2ccccc2)c1 | 3.1 | 13.3 | -8.5 | -6.0 | 96.0 | -3.6 | -30.6 | 8.1 | 100.0
CC(=O)N[C@@H]1[C@@H](O)[C@@H]2OC(c3ccccc3)OC[C@H]2O[C@@H]1N=[N+]=[N-] (some centres undefined) | 0.1 | 14.2 | -11.2 | 2.0 | 112.0 | 5.6 | -1.4 | -2.8 | 106.0

Bioassay records: PubChem BioAssay, several laboratories
